ABCB1 block = inhibitors of human ABCB1 transporter, ABCG2 counter-screen; P08183; AID 1326; actives 0.067% (n = 190,000); inhibition, % at 6.6 µM; CCRF-Adr cells, JC-1 efflux, flow cytometry; in the data active = inhibition above about 40%;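 note: 0% = vehicle and 100% = reference inhibitor; higher value means more JC-1 retained so stronger ABCB1 efflux block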
Pf gamet viab = inhibitors of late stage P. falciparum gametocyte viability | P. falciparum stage V gametocytes, ATP luminescence, 24 h | inhibition, % at 10.9 µM | actives 0.065% (n = 150,000) | AID 743093;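 active = inhibition above the mean plus 3 SD of compounds within the control limits, set per campaign, cut at about 38% in these data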;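 note: 0% = DMSO wells and 100% = medium only without gametocytes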
Avidin bead fluor = compound fluoresces at 488/530 nm on avidin beads; compound fluorescence 488/530 nm, flow cytometry; hits give high values; fluorescence (KMESF) at 10 µM; actives 0.38% (n = 220,000); AID 1775; in the data active = fluorescence above about 47; note: inactives centre near 10
Rab7 wt GTP bind = modulators of GTP binding to dog Rab7 wildtype GTPase; GTP binding activity (percent of control), % at 10 µM; GST-Rab7 beads, fluorescent GTP binding, flow cytometry; actives lie on both sides; untreated = 100%, excess cold GTP = 0%; actives 0.055% (n = 190,000); AID 758;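 active = fluorescent GTP binding to Rab7 beads changed by at least 20 points from the 100% baseline, either direction, mostly lower; inconclusive = compound itself probably fluorescent, or too few beads counted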;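 note: median green fluorescence of bound Bodipy-FL-GTP per Rab7 bead population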
Rac1 mut GTP = alters GTP binding to activated mutant human Rac1. percent activity (GTP binding), % at 10 µM. GST-Rac1 activated beads, fluorescent GTP binding, flow cytometry; actives lie on both sides; 100% means binding = to untreated wells. actives 0.11% (n = 190,000). AID 764. P63000;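 active = GTP binding at least 20 percentage points away from the 100% baseline, in either direction, so actives lie on both sides; inconclusive = Compound likely fluorescent itself, or too few beads counted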
Rab2A wt mod = changes GTP binding to wildtype dog Rab2A, up or down | actives 0.19% (n = 190,000) | P61105 | GST-Rab2 wt beads, Bodipy-GTP binding, flow cytometry | AID 760 | GTP binding activity, % at 10 µM;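 active = GTP binding activity at least 20 points away from 100%, either lowered or raised; inconclusive = signal likely due to the compound's own green fluorescence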;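 note: 0% = beads with excess unlabeled GTP and 100% = no-compound control corrected for plate trend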
HRas wt GTP = human HRas wildtype GTP binding, change in either direction; P01112; GST-Ras wt beads, Bodipy-FL-GTP binding, flow cytometry; actives lie on both sides; GTP binding activity, % at 10 µM; actives 0.14% (n = 190,000); AID 759;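 active = GTP binding activity at least 20% away from the 100% baseline, either lowered as inhibitor or raised as activator; inconclusive = flagged as likely green fluorescent, judged across all proteins in the well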;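 note: 0% = unlabeled GTP competition control and 100% = no-compound control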
Target sequence (P01112 whole entry, looked up): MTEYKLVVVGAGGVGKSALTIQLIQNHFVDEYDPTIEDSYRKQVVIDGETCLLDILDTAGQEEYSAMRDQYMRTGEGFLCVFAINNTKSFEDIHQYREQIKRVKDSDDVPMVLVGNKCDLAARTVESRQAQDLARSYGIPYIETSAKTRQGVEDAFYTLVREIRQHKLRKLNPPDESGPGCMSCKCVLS
Cdc42 wt GTP = modulators (inhibitors or activators) of GTP binding to human Cdc42 wildtype | GST-Cdc42 beads, Bodipy-GTP binding, flow cytometry; actives lie on both sides | P60953 | AID 761 | percent activity (GTP binding), % at 10 µM | actives 0.2% (n = 190,000);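 active = percent activity GTP binding at least 20 points away from the 100% baseline, either down as inhibitor or up as activator; inconclusive = compound flagged as likely green fluorescent from well-wide comparison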;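 note: median bead fluorescence of bound Bodipy-FL-GTP at 100 nM; 0% = excess unlabeled GTP control and 100% = no compound control; below 100% means less GTP binding so inhibitor and above means activator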
Target sequence (P60953 whole entry, looked up): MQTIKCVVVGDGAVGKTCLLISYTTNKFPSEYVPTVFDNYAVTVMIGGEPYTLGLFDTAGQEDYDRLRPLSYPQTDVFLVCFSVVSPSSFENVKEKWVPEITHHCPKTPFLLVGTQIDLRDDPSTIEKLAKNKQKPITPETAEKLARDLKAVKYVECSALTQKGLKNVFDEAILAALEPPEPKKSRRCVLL
ABCG2 block = inhibitors of human ABCG2 transporter, ABCB1 counter-screen; Q9UNQ0; IgMXP3 cells, JC-1 efflux, flow cytometry; AID 1325; actives 0.1% (n = 190,000); inhibition, % at 6.6 µM;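 active = inhibition above 80%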;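 note: 0% = DMSO and 100% = nicardipine control wells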
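Incubation: cells with compound and JC-1, 10 min at 25 °C, rotating, no wash / Test system: IgMXP3 (ABCG2) plus far-red-tagged CCRF-Adr (ABCB1) cells / Compound dosing: one concentration, 6.6 µM final / Also added: JC-1 fluorescent substrate / Evaluation: efflux inhibition in percent versus controls / Detection: flow cytometry, 530 nm JC-1 signal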
Rac1 wt GTP bind = modulators of human Rac1 wildtype GTP binding; actives 0.27% (n = 190,000); P63000; GST-Rac1 beads, fluorescent GTP binding, flow cytometry; actives lie on both sides; 0 = cold GTP competed, 100 = untreated; GTP binding activity (% of control), % at 10 µM;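 active = GTP binding activity at least 20 points away from the 100% control level, either lower or higher; inconclusive = compound flagged as likely green fluorescent, judged across all proteins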
Mcl1-Noxa inh = Mcl-1/Noxa interaction inhibition; TR-FRET Mcl-1/Noxa peptide binding, 2 h; inhibition, % at 21.7 µM; actives 1.5% (n = 220,000);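 active = compounds that cut the protein-peptide binding signal by more than 50% relative to plate controls in a single-dose test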;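 note: His-tagged Mcl-1 with rhodamine Noxa BH3 peptide and terbium anti-His antibody; 0% = Mcl-1 plus Noxa peptide wells and 100% = peptide-only wells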
Target sequence (Q07820 whole entry, looked up): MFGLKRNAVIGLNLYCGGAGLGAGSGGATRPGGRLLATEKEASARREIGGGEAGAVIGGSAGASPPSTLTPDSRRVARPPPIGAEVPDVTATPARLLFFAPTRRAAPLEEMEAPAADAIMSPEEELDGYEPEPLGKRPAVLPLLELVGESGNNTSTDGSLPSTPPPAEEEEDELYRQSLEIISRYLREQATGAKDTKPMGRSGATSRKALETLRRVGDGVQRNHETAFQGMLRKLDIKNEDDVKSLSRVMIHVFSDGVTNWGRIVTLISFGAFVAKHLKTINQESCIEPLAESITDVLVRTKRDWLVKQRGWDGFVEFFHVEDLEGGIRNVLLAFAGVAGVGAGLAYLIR
Active calls of the source: *; ? = inconclusive; . = no result given.

SMILES	ABCB1 block	Pf gamet viab	Avidin bead fluor	Rab7 wt GTP bind	Rac1 mut GTP	Rab2A wt mod	HRas wt GTP	Cdc42 wt GTP	ABCG2 block	Rac1 wt GTP bind	Mcl1-Noxa inh
COc1ccc(NC(=O)C2CC(=O)OC23CCOC(C)(C)C3)cc1 (centres undefined)	0.2	.	9	98	100	98	98	99	1	101	15
Cc1ccc(S(=O)(=O)N[C@H](C(=O)N2CCC(C(=O)NCC(=O)O)CC2)C(C)C)cc1	0.6	.	8	99	100	105	105	105	1	105	13
O=C(c1ccco1)N1CCN(Cc2cccnc2)CC1	0.4	-5	38	98	99	99	99	101	7	102	-24
CCOCCCNC(=S)N1CCC(NC(=O)C2CCCCC2)CC1	0.6	-17	8	104	99	100	100	103	6	102	13
CCOC(=O)N1CCN(C(=O)COc2cc(=O)n(CC)c3ccccc23)CC1	0.3	.	15	92	101	104	105	107	3	102	11
O=S(=O)(c1ccccc1)N1CCN(C2CCCCCCC2)CC1	0.3	14	10	102	101	99	99	98	1	100	-3
Cc1ccc(NC(=O)C2CCN(S(=O)(=O)c3ccc(F)cc3)CC2)cc1	0.6	-5	7	102	100	101	101	101	4	102	7
CC(=O)NC1=NN(C(C)=O)C(C)(CCS(=O)(=O)c2ccc(Cl)c(Cl)c2)S1 (centres undefined)	0.1	.	12	99	96	101	99	102	0	107	-1
CCCCNC(=O)N1CCN(C/C=C/c2ccccc2)CC1	0.0	-19	9	95	95	95	97	98	-2	95	-6
Cc1cc(Cl)nc(-c2ccccc2)n1	-0.2	-9	9	?	?	?	?	?	0	?	8
O=C(NC1=NCCS1)c1ccc(Cl)c(S(=O)(=O)N2CCCCC2)c1	0.4	.	17	99	96	97	98	96	2	94	13
O=C(Cc1ccc(NS(=O)(=O)c2ccc(F)cc2)cc1)NCc1ccccc1	0.4	-19	10	98	97	98	94	100	27	99	6
O=S(=O)(Nc1ncn[nH]1)c1ccc(Cl)cc1	1.8	0	10	102	99	101	101	105	8	106	5
COc1ccc2c(c1)C(c1cccs1)=NNC(c1cccnc1)=N2	0.5	13	11	103	96	98	100	93	2	100	7
COc1cc2c(cc1[N+](=O)[O-])n(C(C)C)c(=O)n2C(C)C	1.1	1	22	101	97	98	97	96	5	106	22
O=C(c1ccc(Br)cc1)C1CCc2occc2C1=O (centres undefined)	0.4	-1	8	95	93	93	94	97	1	92	7
CCOC(=O)N1CCC(N2CCN(S(=O)(=O)CC)CC2)CC1	0.3	.	22	102	99	100	101	101	2	101	12
O=C(Nc1ccccc1C(=O)N1CCCCC1)C1CCCCC1	0.3	.	10	100	101	98	100	100	3	104	6
Cn1nc(-c2ccccc2)c(/C=N/O)c1Cl	1.0	11	9	105	98	97	98	96	9	99	8
Cc1cccc(Cn2cnc3c(nnn3Cc3ccccc3F)c2=O)c1	1.6	.	9	95	94	94	97	94	6	94	18
O=C(NCC(c1cccs1)N1CCOCC1)c1ccccc1NS(=O)(=O)c1ccc(Br)cc1 (centres undefined)	0.6	.	3	103	98	100	102	97	-2	101	4
O=c1[nH]c2ccc(S(=O)(=O)N3CCCCC3)cc2o1	0.2	-42	22	95	98	97	98	103	0	102	-5
Cc1ccc(S(=O)(=O)/C=C/c2ccccc2)cc1	0.4	15	16	99	101	102	102	101	2	103	7
CCn1c(SCC(=O)Nc2cc(C)on2)nnc1-c1ccc(S(=O)(=O)N2CCCC2)cc1	0.1	.	7	99	99	102	102	103	0	99	4
CCOC(=O)N/N=C/c1ccccc1OCc1ccc(Cl)cc1	1.0	9	5	102	97	95	98	96	16	102	12

Entries listed so far that contain a furan ring, fused or not:
SMILES	ABCB1 block	Pf gamet viab	Avidin bead fluor	Rab7 wt GTP bind	Rac1 mut GTP	Rab2A wt mod	HRas wt GTP	Cdc42 wt GTP	ABCG2 block	Rac1 wt GTP bind	Mcl1-Noxa inh
O=C(c1ccco1)N1CCN(Cc2cccnc2)CC1	0.4	-5	38	98	99	99	99	101	7	102	-24
O=C(c1ccc(Br)cc1)C1CCc2occc2C1=O (centres undefined)	0.4	-1	8	95	93	93	94	97	1	92	7

An excerpt from above in order of molecular weight, falling:
SMILES	ABCB1 block	Pf gamet viab	Avidin bead fluor	Rab7 wt GTP bind	Rac1 mut GTP	Rab2A wt mod	HRas wt GTP	Cdc42 wt GTP	ABCG2 block	Rac1 wt GTP bind	Mcl1-Noxa inh
Cc1ccc(NC(=O)C2CCN(S(=O)(=O)c3ccc(F)cc3)CC2)cc1	0.6	-5	7	102	100	101	101	101	4	102	7
COc1ccc(NC(=O)C2CC(=O)OC23CCOC(C)(C)C3)cc1 (centres undefined)	0.2	.	9	98	100	98	98	99	1	101	15
COc1cc2c(cc1[N+](=O)[O-])n(C(C)C)c(=O)n2C(C)C	1.1	1	22	101	97	98	97	96	5	106	22
Cc1cc(Cl)nc(-c2ccccc2)n1	-0.2	-9	9	?	?	?	?	?	0	?	8

More entries
SMILES	ABCB1 block	Pf gamet viab	Avidin bead fluor	Rab7 wt GTP bind	Rac1 mut GTP	Rab2A wt mod	HRas wt GTP	Cdc42 wt GTP	ABCG2 block	Rac1 wt GTP bind	Mcl1-Noxa inh
CCCC(=O)Nc1sc(Cc2ccccc2)c(C)c1C(N)=O	0.0	15	8	95	98	94	98	95	1	96	9
O=C(NC(=S)Nc1nc2c(s1)CCCC2)c1ccccc1	-0.2	.	23	99	103	101	103	101	1	104	21
CCC(SC1=Nc2ccccc2C2=NC(CC(C)C)C(=O)N12)C(=O)Nc1ccc2c(c1)OCO2 (centres undefined)	2.6	.	15	94	94	96	96	95	4	94	62*
CCOP(=O)(OCC)C(Nc1ccc(OC)cc1)c1ccco1 (centres undefined)	0.4	.	11	98	96	101	99	101	4	108	15
CC1=C(C(=O)Nc2ccc(C)cn2)C(c2cnn(C)c2)C2=C(CCCC2=O)N1 (centres undefined)	0.7	-5	9	100	102	102	103	104	5	104	2
Cc1c(C(=O)N2CCOCC2)sc(NC(=O)c2ccc3c(c2)OCO3)c1C#N	-0.4	.	22	103	97	102	101	100	-1	100	20
CCc1ccc(NC(=O)CSc2nc3cc(C(=O)OC)ccc3c(=O)n2CC2CCCO2)cc1 (centres undefined)	1.0	-12	36	100	101	98	99	103	7	104	16
O=C1/C(=C/c2ccncc2)CCC/C1=C\c1ccncc1	0.2	-2	10	94	88	92	87	86	1	88	12
COc1cccc(-c2csc(N3CCN(C(=S)Nc4cccc(Cl)c4)CC3)n2)c1	0.5	17	10	99	96	98	99	99	3	96	-5
CC(=O)Nc1ccc(OCC(O)Cn2ccnc2C)cc1 (centres undefined)	0.8	-21	12	102	99	100	99	102	6	102	10
COCCOC(=O)C1=C(C)NC(=O)NC1c1c(OC)ncnc1OC (centres undefined)	0.1	.	12	100	100	100	99	104	0	102	-14
COC(=O)c1sc(-c2ccccc2)cc1NC(=O)C1CC1	-0.1	22	7	98	91	94	96	97	2	98	-13
CCn1c(SCc2cccnc2)nnc1-c1c[nH]c2ccccc12	0.2	.	7	92	97	96	97	97	1	97	16
CCOc1ccc(NC(=O)CSc2nnc(-c3ccccn3)n2N)cc1	0.8	-9	4	98	96	99	99	98	6	102	-1
COc1ccc(CC(=O)NCc2nnc(SCC(=O)c3ccc(OC)cc3)n2C)cc1	0.7	-9	11	99	95	96	95	92	7	97	-9
Cc1ccc(NC(=O)CCC(=O)NNC(=O)c2ccco2)c(C)c1	0.5	.	11	94	93	92	95	96	4	94	.
CC1C(=O)N(Cc2ccc([N+](=O)[O-])cc2)c2ccccc2N1C(=O)C1CC1 (centres undefined)	2.9	18	11	99	99	102	101	106	12	105	27
N/C(=N\OS(=O)(=O)c1ccc2ccccc2c1)c1ccccn1	0.3	-28	23	92	89	89	89	91	3	83	-10
O=C(CSc1nnc(SCc2ccccc2)s1)N/N=C/C=C/c1ccccc1[N+](=O)[O-]	3.1	10	9	93	95	94	93	96	48	96	10
COC(=O)c1ccccc1NC(=O)NCc1ccco1	0.8	.	14	100	99	100	102	103	4	104	0
CC1(C)NC(=O)N(CCCCOc2ccc(Br)cc2Cl)C1=O	1.4	-16	25	101	98	100	101	103	29	106	14
Cc1[nH]c2ccc(-c3n[nH]c(=S)n3Cc3ccccc3)cc2c1C	-0.5	.	2	97	102	101	101	98	-2	102	10
O=C(CC1CCCCC1)N1CCCC(c2nc(-c3ccc(S(=O)(=O)N4CCCC4)cc3)no2)C1 (centres undefined)	1.6	26	5	102	100	100	102	102	2	108	-4
CC(=O)c1ccc(N2CCN(C(=O)CCCn3c(=S)[nH]c4cc5c(cc4c3=O)OCO5)CC2)cc1	0.7	-12	15	94	97	97	97	97	3	108	35
COc1ccc(-n2cc(-c3ccccc3)c3c(N4CC(C)OC(C)C4)ncnc32)cc1 (centres undefined)	-0.1	15	10	94	100	101	99	104	-1	100	14
CCCCCCC(=O)NNC(=O)CC(=O)Nc1ccccc1C(=O)O	0.2	-39	11	102	98	101	99	102	0	102	8
O=C(CN1CCN(c2ccccn2)CC1)Nc1cc(C(F)(F)F)ccc1Cl	0.6	.	7	101	99	105	105	104	7	100	43
O=C(CSCc1cccc(Cl)c1)Nc1ccccc1-c1ccccc1	2.5	4	7	100	98	98	100	100	66	102	22
N#Cc1c(N)n(CCNC(=O)c2ccc(Cl)cc2)c2nc3ccccc3nc12	0.0	.	26	103	100	102	102	103	0	102	8
CCOC(=O)COc1ccc2c(=O)c(-c3ccccc3OC)coc2c1	1.6	10	12	96	99	97	96	98	9	99	16

Sorted by the number under Mcl1-Noxa inh (smallest number first): some entries from above
smiles	Avidin bead fluor	Rab7 wt GTP bind	Rac1 mut GTP	Rab2A wt mod	HRas wt GTP	Cdc42 wt GTP	Rac1 wt GTP bind	Mcl1-Noxa inh
N/C(=N\OS(=O)(=O)c1ccc2ccccc2c1)c1ccccn1	23	92	89	89	89	91	83	-10
CC(=O)Nc1ccc(OCC(O)Cn2ccnc2C)cc1 (centres undefined)	12	102	99	100	99	102	102	10
CCc1ccc(NC(=O)CSc2nc3cc(C(=O)OC)ccc3c(=O)n2CC2CCCO2)cc1 (centres undefined)	36	100	101	98	99	103	104	16

Compound activity from PubChem.
